MT1-MMP act inh: inhibitors of human MT1-MMP activation. 360,000 tested, 0.061% active. GFP/RFP ratio change, % at 20 µM. HT1080 RFP-PRO-GFP cells, GFP/RFP ratio fluorescence, overnight; percent of plate control window, DMSO zero. P50281;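 active = GFP/RFP ratio change of at least 30% with cell ATP level not reduced by more than half and red fluorescence within 50% of control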; note: strong numbers were not always called active
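Compound: 20 µM single dose, 1% DMSO / System: HT1080 RFP-PRO-GFP cells / Controls: DMSO and RFP-L50D-GFP cell wells / Read-out basis: GFP/RFP fluorescence ratio / Schedule: overnight compound exposure at 37 °C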
NRP1-CendR mod: modulators of CendR peptide binding to human neuropilin-1; FAM-RPARPAR peptide binding to NRP-1, fluorescence polarization; inhibition, % at 25 µM; 360,000 tested, 0.85% active; O14786; AID 602438;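 active = inhibition or corrected inhibition above about 18%, plus a signal ratio from 0.5 to 1.5, limit read from the data, passing the limit was not always enough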; note: strong numbers were not always called active
STEP block: blocks human striatal-enriched tyrosine phosphatase | recombinant STEP, OMFP fluorogenic substrate, fluorescence | inhibition, % at 20 µM | 360,000 tested, 0.25% active | AID 588621;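 active = inhibition at 20 µM, scaled per plate between control wells, above about 37%, limit read from the data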;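 note: 0% = DMSO with enzyme and substrate and 100% = substrate only without enzyme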
Target sequence (P54829 whole entry, looked up): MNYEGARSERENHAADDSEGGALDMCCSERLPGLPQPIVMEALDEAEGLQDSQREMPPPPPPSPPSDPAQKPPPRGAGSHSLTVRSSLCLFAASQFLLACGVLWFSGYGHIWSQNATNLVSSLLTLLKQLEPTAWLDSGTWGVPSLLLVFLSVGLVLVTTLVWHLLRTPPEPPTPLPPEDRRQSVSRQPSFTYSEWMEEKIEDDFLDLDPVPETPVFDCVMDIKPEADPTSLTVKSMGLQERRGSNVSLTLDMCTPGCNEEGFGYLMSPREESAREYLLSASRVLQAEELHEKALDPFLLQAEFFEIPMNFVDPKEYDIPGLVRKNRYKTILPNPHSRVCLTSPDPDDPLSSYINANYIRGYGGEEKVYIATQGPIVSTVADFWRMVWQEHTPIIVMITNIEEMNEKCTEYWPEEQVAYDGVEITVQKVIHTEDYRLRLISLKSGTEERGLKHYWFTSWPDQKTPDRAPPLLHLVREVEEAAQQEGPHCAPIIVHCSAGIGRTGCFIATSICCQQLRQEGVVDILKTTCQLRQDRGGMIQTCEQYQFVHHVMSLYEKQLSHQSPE
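Test system: STEP tyrosine phosphatase / Reagent: OMFP at 25 µM / Doses: 20 µM, 1% DMSO / Read-out: percent inhibition scaled to no-enzyme and uninhibited-enzyme controls, plate-pattern corrected / Detection: FITC-channel fluorescence of OMFP product / Medium: Bis-Tris buffer pH 6.0, 2.5 mM DTT, 0.005% Tween 20 / Schedule: 20 min at room temperature, dark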
Rpn11 inh: blocks the human proteasome subunit Rpn11 | O00487 | human 26S proteasome, Ub4-pepOG fluorescence polarization; 20S core pre-blocked with epoxomicin | calls only at 20 µM | 360,000 tested, 0.59% active | AID 588493;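 active = inhibition at 20 µM, scaled to each plate's controls, above about 33%, limit read from the data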
Scp1 inh: Scp-1 (human) phosphatase inhibition; inhibition, % at 20 µM; 340,000 tested, 0.88% active; Recombinant Scp1, phosphopeptide, malachite green phosphate absorbance; Q9GZU7;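 active = inhibition above about 50% at 20 µM, limit read from the data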;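 note: plate controls were DMSO wells with enzyme for no effect and wells lacking enzyme for full effect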
Target sequence (Q9GZU7 76-261 limits assumed): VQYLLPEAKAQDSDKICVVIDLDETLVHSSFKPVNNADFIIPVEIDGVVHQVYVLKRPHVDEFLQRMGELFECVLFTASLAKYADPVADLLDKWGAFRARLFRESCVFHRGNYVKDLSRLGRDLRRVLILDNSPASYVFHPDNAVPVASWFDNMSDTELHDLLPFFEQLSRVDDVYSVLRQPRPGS
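Test system: SCP-1 phosphatase catalytic domain, residues 76-261 | Compound dosing: One concentration, 20 µM, with 1.0% DMSO | Schedule: 45 min room-temperature reaction, 5 min colour, 30 min stabiliser | Detection: Absorbance at 630 nm | Read-out basis: % inhibition of SCP-1 phosphate liberation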
SUMO1 PPI mod: modulators of human SUMO1-mediated protein-protein interactions; 360,000 tested, 0.33% active; SUMO1 binding to a labelled peptide, TR-FRET, 1 h; P63165; inhibition, % at 20 µM; in the data active = inhibition above about 37%
Target sequence (P63165 whole entry, looked up): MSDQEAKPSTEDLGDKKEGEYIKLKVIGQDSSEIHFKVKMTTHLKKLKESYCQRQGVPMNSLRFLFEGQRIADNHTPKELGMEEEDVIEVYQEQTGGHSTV
SKN-1 block: blocks SKN-1 activity in C. elegans. C. elegans VP596 Pgst-4::GFP/RFP ratio, acrylamide-induced, 24 h. inhibition, % at 21.8 µM. 360,000 tested, 0.49% active. AID 624304;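 active = interference check ratio from 0.5 to 1.5 plus GFP to RFP signal ratio inhibition reaching or exceeding a fixed threshold, cut at about 30% in these data, passing the limit was not always enough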; note: some compounds called inactive have numbers as strong as hits
LMPTP inh: blocks human LMPTP phosphatase. P24666. recombinant LMPTP-A, OMFP fluorogenic substrate, fluorescence intensity. inhibition, % at 20 µM. 360,000 tested, 0.22% active. AID 651560;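 active = compounds that cut the enzyme signal by at least half of the control window in the single-dose screen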;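 note: plate controls were DMSO wells with enzyme plus substrate for no effect and substrate without enzyme for full effect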
Target sequence (P24666 whole entry, looked up): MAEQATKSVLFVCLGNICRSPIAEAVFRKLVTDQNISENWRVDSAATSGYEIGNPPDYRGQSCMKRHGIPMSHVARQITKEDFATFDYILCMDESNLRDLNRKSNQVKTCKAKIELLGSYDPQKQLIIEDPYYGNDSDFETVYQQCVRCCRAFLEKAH
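Assay system: LMPTP-A enzyme. Input: 0.625 nM LMPTP-A final. Probe or stimulus: 400 µM OMFP. Compound dosing: single 20 µM dose. Schedule: 50 min dark incubation at room temperature. Detection: fluorescence intensity of OMFP turnover product. Read-out: percent inhibition versus substrate-only and uninhibited controls. Benchmarks: no-enzyme low control, uninhibited high control.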
NadD block: blocks S. aureus nicotinate mononucleotide adenylyltransferase; purified NadD enzyme, colorimetric absorbance read-out; inhibition, % at 20 µM; 360,000 tested, 0.78% active; AID 602399; in the data active = inhibition above about 26%; note: some compounds past the cut are filed as inactive
DNMT1 block: inhibitors of human DNMT1; 360,000 tested, 0.83% active; P26358; DNMT1 molecular beacon, Hinp1I cleavage, fluorescence; inhibition (reported as % activation of signal), % at 10 µM; in the data active = inhibition above about 50%
The depositor's hits bear a star; i = inactive; . = not tested or not shown. No enrichment for hits. About 3.9% of those tested had a hit in this group.

MT1-MMP act inh,NRP1-CendR mod,STEP block,Compound,Rpn11 inh,Scp1 inh,SUMO1 PPI mod,SKN-1 block,LMPTP inh,NadD block,DNMT1 block
-3,5,3,O=S(=O)(c1ccccc1)N1CCN(c2ccnc3cc(Cl)ccc23)CC1,i,3,3,5,10,8,-3
1,-11,.,CCCCNC(=O)C1c2ccccc2OCC(=O)N1Cc1ccco1 (stereo not given),.,.,1,-15,0.4,-3,.
11,-14,-2,COc1ccc(NC(=O)c2ccc([N+](=O)[O-])o2)cc1,i,0,-35,9,-1.6,0,-4
1,2,-3,CCN(CC)S(=O)(=O)c1ccc(C(=O)OCn2c(SC)nnc(C)c2=O)cc1,i,-10,4,4,-0.2,-3,4
-4,-8,4,O=C(C=Cc1ccc2c(c1)OCO2)c1ccccc1,i,-12,-8,-36,1.1,-4,3
-2,-4,-4,Cc1ccc(OCC(=O)N2CCN(S(=O)(=O)c3ccc(Cl)cc3)CC2)c([N+](=O)[O-])n1,i,-5,-12,-3,-2.6,-4,0
1,2,1,CN(C)c1ccc(/C=N/n2c(-c3ccccc3Br)n[nH]c2=S)cc1,i,-8,-22,4,0.9,6,-7
4,-6,-1,Cc1cc(C)cc(NC(=O)C(c2ccccc2)N2CCCC2)c1 (stereo not given),i,-2,-2,7,1.0,3,-1
-3,-4,0,Cc1nc2ccccc2c2c1C(=O)N(C(C)C)C2=O,i,10,-21,14,0.5,1,-8
-3,0,5,CC(C)c1ccc(-c2nnn(Cc3nc4ccccc4s3)n2)cc1,i,-11,0,-10,3.4,8,-3
3,26*,1,O=C(NNC(=O)c1ccc2ccccc2c1)c1ccc(Cl)c(Cl)c1,i,64*,3,15,15,13,26
1,6,-2,COCCOC(=O)c1c(C)oc2cc(Br)c(OCC(N)=O)cc12,i,-3,-1,5,-0.2,-1,-1

An excerpt of these results, tab-delimited.
Structure	MT1-MMP act inh	NRP1-CendR mod	STEP block	Rpn11 inh	Scp1 inh	SUMO1 PPI mod	SKN-1 block	LMPTP inh	NadD block	DNMT1 block
O=S(=O)(c1ccccc1)N1CCN(c2ccnc3cc(Cl)ccc23)CC1	-3	5	3	i	3	3	5	10	8	-3
CCCCNC(=O)C1c2ccccc2OCC(=O)N1Cc1ccco1 (stereo not given)	1	-11	.	.	.	1	-15	0.4	-3	.
COc1ccc(NC(=O)c2ccc([N+](=O)[O-])o2)cc1	11	-14	-2	i	0	-35	9	-1.6	0	-4
CCN(CC)S(=O)(=O)c1ccc(C(=O)OCn2c(SC)nnc(C)c2=O)cc1	1	2	-3	i	-10	4	4	-0.2	-3	4
O=C(C=Cc1ccc2c(c1)OCO2)c1ccccc1	-4	-8	4	i	-12	-8	-36	1.1	-4	3
Cc1ccc(OCC(=O)N2CCN(S(=O)(=O)c3ccc(Cl)cc3)CC2)c([N+](=O)[O-])n1	-2	-4	-4	i	-5	-12	-3	-2.6	-4	0
CN(C)c1ccc(/C=N/n2c(-c3ccccc3Br)n[nH]c2=S)cc1	1	2	1	i	-8	-22	4	0.9	6	-7
Cc1cc(C)cc(NC(=O)C(c2ccccc2)N2CCCC2)c1 (stereo not given)	4	-6	-1	i	-2	-2	7	1.0	3	-1
Cc1nc2ccccc2c2c1C(=O)N(C(C)C)C2=O	-3	-4	0	i	10	-21	14	0.5	1	-8
CC(C)c1ccc(-c2nnn(Cc3nc4ccccc4s3)n2)cc1	-3	0	5	i	-11	0	-10	3.4	8	-3
O=C(NNC(=O)c1ccc2ccccc2c1)c1ccc(Cl)c(Cl)c1	3	26*	1	i	64*	3	15	15	13	26
COCCOC(=O)c1c(C)oc2cc(Br)c(OCC(N)=O)cc12	1	6	-2	i	-3	-1	5	-0.2	-1	-1

(next part)
MT1-MMP act inh,NRP1-CendR mod,STEP block,Compound,Rpn11 inh,Scp1 inh,SUMO1 PPI mod,SKN-1 block,LMPTP inh,NadD block,DNMT1 block
4,15,-1,COc1ccc(-c2noc(CCC(=O)N3CCC(C)CC3)n2)cc1,i,0,0,-2,0.6,-3,-1
6,-3,-4,Cc1ncc([N+](=O)[O-])n1CCOC(=O)c1ccccc1,i,1,-11,9,-0.7,1,-3
-1,7,2,O=C(Nc1nc(-c2ccccn2)cs1)C1COc2ccccc2O1 (stereo not given),i,-3,0,-15,2.7,4,-1
-2,5,-1,O=C(NCc1ccccn1)c1cc(-c2ccccc2)on1,i,-4,-1,21,-2.4,-3,7
5,8,7,O=C(NC(=S)N1CCN(C2CCCCC2)CC1)c1ccccc1,i,-5,-3,-8,-0.1,-4,-3
-18,-24,-14,Clc1ccc2oc(-c3ccccn3)nc2c1,i,-7,0,39*,-1.4,-7,0
5,3,0,O=C(CSc1nc2ccccc2c(=O)n1CCCN1CCOCC1)Nc1cccc(S(=O)(=O)N2CCCCCC2)c1,i,6,2,2,0.8,-3,-2
-1,14,-4,CCNC(=O)CC1C(=O)N(c2ccc(F)cc2)C(=O)N1CCc1sccc1C (stereo not given),i,-7,1,0,-0.5,-3,1
3,-11,-1,CN1CCN(C(=O)c2cc(COc3ccc(F)cc3Cl)on2)CC1c1ccccc1 (stereo not given),i,-1,-2,-3,-0.4,-2,1
1,13,1,Cc1cccc(OCCC(=O)Nc2ccc(N3CCOCC3)cc2N2CCOCC2)c1,i,-3,-2,0,-0.8,2,2
2,2,0,COC(=O)CN1C(=O)N/C(=C/c2cc(Cl)c(OC)c(OC)c2)C1=O,i,-14,-25,-11,-0.9,-8,0
2,14,-2,O=C(O)c1ccccc1C(=O)N1CCN(S(=O)(=O)c2cccc(C(F)(F)F)c2)CC1,i,-7,5,-10,-1.1,4,0
-3,-10,2,Cc1ccc(C)c(-n2cc(CNC(C)Cn3cncn3)c(-c3ccccc3)n2)c1 (stereo not given),i,-6,-5,-3,-2.2,-8,0
1,6,0,O=C(CSc1nnc(CNc2ccc(F)cc2)n1Cc1ccco1)N1CCCC1,i,-2,2,12,-0.9,-1,0
1,15,-3,Cc1ccc(N(CC(=O)N/N=C/c2cccnc2)S(=O)(=O)c2ccccc2)cc1,i,-1,-3,7,-1.7,3,2
6,-12,1,O=C(c1ccco1)N1CCN(C(=S)Nc2ccccc2C(F)(F)F)CC1,i,1,-2,-15,0.6,-1,3
-2,-9,0,CC(C)Sc1nc2c(c(=O)[nH]c(=O)n2C)n1CC(O)COc1ccccc1 (stereo not given),i,-1,-2,-3,-0.6,-2,6
-8,3,-10,CCC(c1nnnn1Cc1ccc2c(c1)OCO2)N1CCN(c2ccc(OC)cc2)CC1 (stereo not given),i,-9,1,-34,0.8,1,-7
1,8,-2,COc1ccc(CNC(=O)Cn2c(=O)n(CCC(=O)N3CCCCC3)c(=O)c3sccc32)cc1,i,-5,0,6,-0.1,-1,-1
1,-6,-6,CCCCCc1nnc(N)s1,i,0,0,-3,-2.4,-8,2
3,-5,6,COCCNc1nc2c(c(=O)n(C)c(=O)n2C)n1Cc1cccc(C(F)(F)F)c1,i,3,11,7,0.1,6,-2
1,-2,-3,OCc1nc2ccccc2n1CC(O)COc1ccccc1 (stereo not given),i,-5,1,-1,0.0,0,1
-3,24,-1,CCN(Cc1ccccc1)C(=O)Cn1c(=O)oc2ccccc21,i,5,-5,2,3.1,-5,4
4,-7,-3,CCN(CC)C(=O)CSc1nc(N)c(C#N)c(-c2cccs2)c1C#N,i,0,4,0,-1.0,-1,2
-1,-3,1,COc1ccc(-c2cc(-c3cccnc3)c(C#N)c(N)n2)cc1,i,-11,-19,-4,1.6,-5,0
-23,-28,-2,c1coc(-c2nc3c([nH]2)CCc2nonc2-3)c1,i,-4,1,-6,-4.6,-3,-3
2,-10,-2,CCN1C(=O)c2cccc3c(S(=O)(=O)NCc4ccco4)ccc1c23,i,-7,-12,8,-0.7,-1,-11
3,6,-2,O=S(=O)(NC1=NCCCCC1)c1ccc(Cl)cc1,i,-2,-2,4,0.2,-1,0
-1,9,0,CN(Cc1cccc(Cl)c1)C(=O)C1CCN(C(=O)Nc2ccccc2)CC1,i,-1,-2,21,-1.0,2,3
-2,14,-4,CC(C)NC(=O)CN(C)S(=O)(=O)c1ccc(F)cc1,i,-10,-1,36*,-1.8,2,0
-1,3,-4,COc1ccc(/C=C/C(=O)NCCc2ccc(OC)c(OC)c2)cc1,i,-10,-9,11,-1.5,-11,2
-2,-4,-1,O=C(Nc1ccccc1C(=O)Nc1ccccc1C(=O)O)c1ccccc1,i,-19,13,11,-1.7,-5,-4
-6,-4,3,O=C(COC(=O)C1CC1)Nc1ccc2[nH]c(=O)[nH]c2c1,i,2,8,-5,1.7,-6,3
-3,-4,-2,CCCCNC(=O)CCC(=O)N1CCN(C(c2ccccc2)c2ccccc2)CC1,i,0,1,5,-3.3,-4,-2
0,-2,2,COc1ccc(CN2C[C@@H](CO)O[C@@H](n3cnc4c(N5CCCC5)ncnc43)C2)cc1,i,.,-3,22,0.9,-1,3
0,12,0,CN(C)Cc1cc(C(C)(C)c2cc(CN(C)C)c(O)c(CN(C)C)c2)cc(CN(C)C)c1O,i,-4,-3,10,-4.7,2,-24
0,9,4,Clc1ccc(CNC23CN4CN(CN(C4)C2)C3)c(Cl)c1,i,-5,7,-2,-2.4,-7,6
0,-6,16,CC(=O)c1c(COC(=O)c2ccccc2)nc2ccccc2[n+]1[O-],i,-14,-36,-15,-1.3,-5,3
5,4,2,CC(=O)Nc1c(Cl)cc2c(c1Cl)Cc1cc(C#N)ccc1-2,i,5,-35,15,0.8,17,-17
5,8,-1,O=C(O)CCn1cc(-c2ccc(Cl)cc2)nc1-c1ccncc1,i,-2,2,-14,-0.1,-5,8
0,2,-3,CCNC(=O)OCC(CC)NC(=O)OCC(C)C (stereo not given),i,-4,-3,1,-2.2,0,0
-1,18,0,O=S(=O)(c1ccc(SCCOc2ccc(F)cc2)nc1)N1CCCC1,i,-8,7,-4,2.7,-5,-3
3,10,1,CC(=O)c1cccc(N2C(=O)C3C(C(=O)Nc4cc(C)on4)C4(C)C=CC3(O4)C2C(=O)NC(C)(C)C)c1 (stereo not given),i,-12,2,-8,-0.3,3,2
